hK5 inh = kallikrein 5 (human) inhibition. Q9Y337. recombinant hK5, fluorogenic AMC substrate cleavage. inhibition, % at 5 µM. hit rate 0.59% among 210,000;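 active = inhibition of 40% or more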;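 also: 0% = enzyme controls without compound and 100% = no-enzyme blanks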
MDM2 E3 inh = Mdm2 E3 ligase (human) inhibition | cell-based MDM2 ubiquitination luciferase reporter, 2 h; 0 = plate control, 100 = twice control, blank-subtracted | signal enhancement, % at 5 µM | hit rate 0.11% among 210,000;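 active = signal enhancement of 30% or more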;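 also: luminescence tracks abundance of the self-degrading MDM2-luciferase fusion protein; higher signal means inhibition of MDM2 E3 ligase activity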
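Timing – 2 h compound exposure at 37 °C · Assay system – mammalian cells stably expressing self-ubiquitinating, self-degrading MDM2 E3–luciferase fusion · Amount – 2000 cells seeded into each well · Measure – % luminescence enhancement versus blank-corrected plate control mean · Measured by – SteadyLite luminescence, 15 min reagent step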
eIF4E-4G inh = blocks eIF4E binding to eIF4G. P63073+Q04637. hit rate 0.37% among 220,000. TR-FRET eIF4E-eIF4GI(517-606) binding, 2 h. inhibition, % at 21.7 µM. AID 782;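 active = inhibition above about 30%, limit read from the data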;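 also: 0% = full FRET control wells and 100% = background wells lacking eIF4GI fragment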
Target sequence (P63073 whole entry, looked up, the tested form may be a part): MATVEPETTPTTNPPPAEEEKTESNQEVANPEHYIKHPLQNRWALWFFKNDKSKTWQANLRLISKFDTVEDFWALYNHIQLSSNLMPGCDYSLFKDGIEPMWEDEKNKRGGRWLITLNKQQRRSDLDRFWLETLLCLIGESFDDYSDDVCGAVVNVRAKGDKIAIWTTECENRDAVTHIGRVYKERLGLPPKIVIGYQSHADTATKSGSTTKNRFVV
Target sequence (Q04637 whole entry, looked up, the tested form may be a part): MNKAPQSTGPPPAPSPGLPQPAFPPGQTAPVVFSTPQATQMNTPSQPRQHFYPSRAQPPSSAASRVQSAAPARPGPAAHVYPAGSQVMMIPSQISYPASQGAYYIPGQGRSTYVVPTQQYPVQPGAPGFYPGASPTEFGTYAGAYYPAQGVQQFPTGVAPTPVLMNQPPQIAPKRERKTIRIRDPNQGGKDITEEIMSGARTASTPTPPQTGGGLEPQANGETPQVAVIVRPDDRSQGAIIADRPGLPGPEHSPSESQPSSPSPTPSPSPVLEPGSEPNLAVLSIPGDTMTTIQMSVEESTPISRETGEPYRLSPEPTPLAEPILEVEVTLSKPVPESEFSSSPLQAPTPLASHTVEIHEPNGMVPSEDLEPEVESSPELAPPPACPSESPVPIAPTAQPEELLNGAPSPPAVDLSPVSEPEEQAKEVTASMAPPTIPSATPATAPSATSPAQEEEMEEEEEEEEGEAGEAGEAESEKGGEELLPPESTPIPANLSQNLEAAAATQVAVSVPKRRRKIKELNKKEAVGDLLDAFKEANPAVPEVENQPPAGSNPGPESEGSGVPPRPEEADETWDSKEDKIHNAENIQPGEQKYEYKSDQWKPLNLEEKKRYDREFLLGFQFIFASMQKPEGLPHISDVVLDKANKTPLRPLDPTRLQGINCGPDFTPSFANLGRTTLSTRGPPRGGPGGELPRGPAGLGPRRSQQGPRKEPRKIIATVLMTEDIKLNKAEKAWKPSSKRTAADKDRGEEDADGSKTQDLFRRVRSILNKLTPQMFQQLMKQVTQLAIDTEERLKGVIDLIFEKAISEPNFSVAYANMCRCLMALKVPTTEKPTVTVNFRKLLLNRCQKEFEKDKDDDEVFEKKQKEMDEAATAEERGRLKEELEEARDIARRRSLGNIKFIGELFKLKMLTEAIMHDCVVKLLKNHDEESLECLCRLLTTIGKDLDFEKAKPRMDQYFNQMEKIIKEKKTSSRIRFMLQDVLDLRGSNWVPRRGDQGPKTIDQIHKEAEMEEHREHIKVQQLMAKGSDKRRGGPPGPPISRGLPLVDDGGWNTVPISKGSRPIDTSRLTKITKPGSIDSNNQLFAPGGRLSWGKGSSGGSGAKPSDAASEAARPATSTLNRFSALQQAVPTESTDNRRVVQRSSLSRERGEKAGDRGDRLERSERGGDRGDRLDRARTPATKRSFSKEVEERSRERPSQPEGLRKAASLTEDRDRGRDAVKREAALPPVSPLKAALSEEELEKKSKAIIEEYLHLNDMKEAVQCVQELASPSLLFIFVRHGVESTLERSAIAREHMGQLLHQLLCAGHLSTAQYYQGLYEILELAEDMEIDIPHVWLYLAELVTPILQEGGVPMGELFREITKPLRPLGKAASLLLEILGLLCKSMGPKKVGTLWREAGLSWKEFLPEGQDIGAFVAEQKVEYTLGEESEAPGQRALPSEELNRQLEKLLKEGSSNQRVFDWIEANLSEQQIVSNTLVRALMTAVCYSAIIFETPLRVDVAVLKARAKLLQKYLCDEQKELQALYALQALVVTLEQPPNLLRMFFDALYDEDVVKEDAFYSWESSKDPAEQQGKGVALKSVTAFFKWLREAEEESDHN
FXIa inh 1536 = factor XIa (human) inhibition; P03951; purified FXIa, Boc-Glu-Ala-Arg-AMC fluorogenic substrate; inhibition, % at 5 µM; hit rate 0.14% among 220,000; AID 798;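 active = inhibition of at least 40%; inactive = inhibition below 40%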;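 also: fluorescence of freed AMC excited at 355 nm; 0% = enzyme without compound and 100% = no enzyme blank; many of its hits are not listed in these tables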
p97 inhibitor = blocks human p97 ATPase activity. recombinant p97 ATPase, Kinase-Glo ATP luminescence, 3 h. inhibition, % at 8 µM. hit rate 0.42% among 220,000. AID 1481; in the data active = inhibition above about 15%;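 also: 0% = DMSO vehicle and 100% = wells lacking enzyme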
Wee1 degr inh = inhibitors of human Wee1 degradation; P30291; HeLa Luc-Wee1K328M stability, luciferase luminescence; 100% = proteasome inhibitor MG132 effect; reporter increase, % at 5 µM; hit rate 1.2% among 220,000; AID 1321;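 active = activation above the mean of all tested compounds plus 3 SD, set per screening run, cut at about 8.8% in these data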;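 also: cells exposed to compound for 20 h before luminescence read; 0% = DMSO alone and 100% = MG132 at 30 µM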
14-3-3 Bad PPI = disrupts binding of bovine 14-3-3 zeta to phospho-Bad peptide | AID 781 | inhibition, % at 21.7 µM | P63103 | TR-FRET 14-3-3zeta/Dy647-pBad peptide displacement, 1 h | hit rate 0.71% among 220,000;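 active = inhibition above about 70%, limit read from the data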;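 also: 0% = full 14-3-3 plus peptide FRET controls and 100% = background without 14-3-3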
Rad51 HR inh = Rad51 (human) homologous recombination inhibition; Q06609; hRad51 DNA strand exchange, fluorescence dequenching; inhibition, % at 10 µM; hit rate 0.085% among 200,000; AID 1385;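 active = inhibition above 40% at the single screening dose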;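 also: 0% = DMSO control wells and 100% = blanks with heterologous ssDNA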
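Material: human Rad51–ssDNA filaments; Probe or stimulus: labelled 47-mer dsDNA for strand exchange; Doses: single 10 µM dose; Incubation: 37 °C 15-min filament assembly, 30-min compound preincubation, 15-min exchange; Technique: FRET fluorescence dequenching, excitation 485 nm, emission 520 nm; Measure: Fluorescence-based percent inhibition, control- and blank-normalised; Benchmarks: plate control and blank wells.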
FXIIa inh = inhibitors of human coagulation factor XIIa; P00748; purified FXIIa, Boc-QGR-AMC fluorogenic substrate, 2 h; inhibition, % at 5 µM; hit rate 0.3% among 220,000; in the data active = inhibition above about 40%;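 also: 0% = enzyme with no compound and 100% = blank without enzyme; many of its hits are not listed in these tables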
* marks the source's active call; other numbers are inactive results; / = not tested or not shown; [ ] = another dose, or the depositor's remark.

SMILES | hK5 inh | MDM2 E3 inh | eIF4E-4G inh | FXIa inh 1536 | p97 inhibitor | Wee1 degr inh | 14-3-3 Bad PPI | Rad51 HR inh | FXIIa inh
Cc1ccc(-c2nnc(N)s2)cc1 | -6 | -2 | 3 | 0 | -5 | -1 | 3 | / | 5
O=C(Nc1ccc(F)cc1)c1ccccc1 | 2 | -35 | 0 | 15 | 4 | -4 | 10 | -6 | 22
O=C(NC1CCCC1)c1nc2c(nnn2Cc2cccc(Cl)c2)c(=O)[nH]1 | -14 | -20 | 10 | -2 | -3 | -1 | -5 | 4 | 6
COc1ccc2[nH]c(C)c(CCN(Cc3cccs3)C(=S)Nc3ccccc3OC)c2c1 | -7 | -9 | 6 | 4 | 2 | 0 | -2 | 1 | 14
C(=N\c1nc2ccccc2n1CCN1CCCCC1)/c1ccc2c(c1)OCO2 | 16 | -4 | 5 | -3 | -5 | 2 | 3[fluorescence artefact?] | 3 | 5
COc1ccc(-c2cc(-c3ccc(OC)cc3)[nH]n2)cc1 | -26 | -7 | 2 | -2 | -6 | 3 | -3 | -1 | 2
CCOC(=O)c1cc2c(=O)n3ccccc3nc2n(CCCOC)c1=NC(=O)c1ccncc1 | -2 | -7 | 5 | -2 | 3 | -2 | -6 | 3 | 2
OCC(CO)(CO)NC(=S)Nc1cc(Cl)cc(Cl)c1 | 6 | 6 | 97* | 3 | 4 | 1 | -1 | / | 11
O=C(Nc1ccc(F)cc1)Nc1nnc(COc2ccccc2F)s1 | -3 | 0 | -5 | 1 | 3 | 0 | -4 | 19 | 6
C/C(=N\Nc1ccc([N+](=O)[O-])cc1)c1ccc2c(c1)OCO2 | 8 | 2 | 4 | -1 | 0 | -1 | 2 | / | 2

Part of the list above in order of heavy-atom count, largest number first:
SMILES | hK5 inh | MDM2 E3 inh | eIF4E-4G inh | FXIa inh 1536 | p97 inhibitor | Wee1 degr inh | 14-3-3 Bad PPI | Rad51 HR inh | FXIIa inh
O=C(NC1CCCC1)c1nc2c(nnn2Cc2cccc(Cl)c2)c(=O)[nH]1 | -14 | -20 | 10 | -2 | -3 | -1 | -5 | 4 | 6
COc1ccc(-c2cc(-c3ccc(OC)cc3)[nH]n2)cc1 | -26 | -7 | 2 | -2 | -6 | 3 | -3 | -1 | 2
OCC(CO)(CO)NC(=S)Nc1cc(Cl)cc(Cl)c1 | 6 | 6 | 97* | 3 | 4 | 1 | -1 | / | 11

Next compounds.
SMILES | hK5 inh | MDM2 E3 inh | eIF4E-4G inh | FXIa inh 1536 | p97 inhibitor | Wee1 degr inh | 14-3-3 Bad PPI | Rad51 HR inh | FXIIa inh
COc1ccc(C(O)c2nc3ccccc3s2)cc1 (configuration not stated) | -6 | -21 | -3 | -7 | 3 | -2 | 2 | 6 | 4
CCCCNC(=O)CNC(=S)N(Cc1cc(OC)c(OC)c(OC)c1)C1CCCC1 | -16 | -2 | 3[fluorescence artefact?] | 2 | -1 | 5 | -8[fluorescence artefact?] | 9 | 7
Nc1nc(CSC(=S)N2CCCCC2)nc(Nc2ccccc2)n1 | 67* | -3 | 1 | -7 | 4 | -3 | -9 | -5 | 2
c1ccc(OCCOCCN2CCN(C(c3ccccc3)c3ccccc3)CC2)cc1 | -9 | 27 | 6 | 5 | -3 | -2 | 57[fluorescence artefact?] | 20 | 12
CC(C)(C)NC(=O)CN(C(=O)Cn1nnc(-c2ccc(Cl)cc2)n1)C1CCN(Cc2ccccc2)CC1 | -13 | 2 | 0 | 4 | 2 | 2 | -4[fluorescence artefact?] | / | 10
c1ccc(-c2csc(-c3ccncc3)n2)cc1 | 0 | 11 | 1 | -4 | -2 | 1 | 7 | 7 | 11
O=C(CSc1nnc2n1CCCN2)c1ccc(Cl)cc1 | -10 | -4 | 3[fluorescence artefact?] | -14 | -4 | -1 | -16 | 18 | -1
C=CCNC(NC(=O)c1ccccc1)(C(=O)OCC)C(F)(F)F (configuration not stated) | -21 | -5 | -3 | 3 | -1 | 0 | -1 | -1 | 9
C=C(C)c1ccc(C(C)(C)NC(=O)NCc2ccco2)cc1 | 3 | 4 | -1[fluorescence artefact?] | 2 | -8 | -3 | 0 | -4 | 6
CC(=O)c1sc(NC(=O)COc2ccc(Cl)cc2C)nc1C | 59* | -17 | 0 | 36 | -7 | 4 | 10 | -16 | 71*
O=C(Nc1cccc2ccccc12)N1CCN(c2ncccn2)CC1 | -4 | -12 | 1 | -2 | 6 | -2 | -2 | 19 | 7
O=C(NCCCN1CCCCCC1)C1CC(=O)N(CCc2ccccc2)C1 (configuration not stated) | -12 | -7 | -11 | 1 | 5 | 4 | -107 | 6 | 7
COc1cccc(C2=NOC(C(=O)Nc3cccc(C(C)=O)c3)C2)c1OC (configuration not stated) | -7 | -14 | -3 | -3 | 3 | -5 | -7 | -1 | 18
CCn1c(CNC(=O)c2ccco2)nnc1SCC(=O)c1ccccc1 | 1 | -11 | -1 | -1 | -4 | -2 | 9 | 1 | 12
COc1ccc(C(=O)Nc2ccc(S(=O)(=O)Nc3onc(C)c3C)cc2)cc1OC | 5 | -4 | -4 | 2 | 2 | 1 | 6 | 1 | 20
CC(=O)Nc1ccc(NC(=O)COc2ccc3c(c2)CCC3)cc1 | -18 | -13 | 0 | 10 | -1 | -3 | -4 | -7 | 3
COc1ccc(CCNC(=O)C(C)c2ccc([N+](=O)[O-])cc2)cc1 (configuration not stated) | -9 | -7 | 2 | -6 | 1 | 0 | 0 | 10 | 4
O=c1cc(C(Cl)(Cl)Cl)oc2c1ccc1ccccc12 | -15 | -6 | -9[fluorescence artefact?] | 0 | 5 | 0 | -6 | -3 | 20
Cc1cc2c(n1-c1ccc(C(N)=O)cc1)CC(C)(C)CC2=O | -7 | 0 | 4 | -1 | -8 | 2 | -3[fluorescence artefact?] | 7 | 4
COC(=O)c1ccc(C23CC4(C2)[C@H](CN(Cc2ccc(-c5ccccc5)cc2)[C@@H]4c2ccccc2)C3c2ccc(Cl)nc2)cc1 (some centres not stated) | -3 | 14 | -3 | -3 | / | / | 0 | -6 | 4
CCOC(=O)c1cnc2ccc(OC)cc2c1NCc1ccccc1 | -11 | 3 | 4 | 8 | 2 | 13* | 1 | -25 | 11
CC(C)[C@H](NC(=O)c1ccc(F)cc1)C(=O)OCC(=O)NC(=O)c1cccn1C | -5 | -19 | 5[fluorescence artefact?] | -13 | 6 | 0 | -6[fluorescence artefact?] | 1 | 3
Cc1cc(C(=O)CN2C(=O)NC3(CCCc4sccc43)C2=O)c(C)n1-c1ccc(Cl)cc1 (configuration not stated) | -23 | -7 | -1 | 4 | 8 | -3 | -27 | 1 | 12
COC(=O)/C=C1\SC(=Nc2ccccc2)NC1=O | -19 | -12 | -2 | 9 | 4 | -2 | -5[fluorescence artefact?] | 8 | 21
O=C(CN1CCN(c2ccccn2)CC1)Nc1cccc(S(=O)(=O)N2CCCC2)c1 | -5 | 4 | 1 | -1 | 1 | -1 | -2 | -46 | 2
Cc1nn(C)c2ncc(C(=O)c3cc(F)ccc3O)cc12 | 4 | -13 | -4 | 0 | 2 | 6 | 6 | 5 | 9
COc1ccc(NC(=O)CSc2nnc3ccc(-c4ccncc4)nn23)cc1OC | 1 | 4 | 1 | 1 | 3 | -2 | -10 | -4 | 6
Clc1ccc(CNC2CCCC2)c(Cl)c1 | -11 | -13 | -2[fluorescence artefact?] | -5 | 6 | 1 | 1 | 3 | 1
COCCn1nnnc1SCC(=O)N1CCCCC1 | 13 | 19 | -1 | 4 | 4 | -4 | 0 | -6 | 13
Cc1ccccc1CNC(=O)c1ccc(Cl)c([N+](=O)[O-])c1 | -3 | -12 | 4 | 4 | -1 | 0 | 1 | / | 6
Cc1ccccc1OCC(=O)N/N=C/c1cccn1C | -3 | -20 | -1 | -4 | -1 | 0 | 2 | -2 | -6
O=C(NCc1ccc2c(c1)OCO2)c1cc2ccccc2oc1=O | -10 | -2 | 0 | -6 | -5 | -3 | 5[fluorescence artefact?] | -5 | 0
COc1ccccc1-c1cc(C(F)(F)F)nc(S(=O)(=O)CCCC(=O)Nc2cccnc2Cl)n1 | -9 | 43* | 0 | -5 | 7 | 0 | 2 | 3 | 3
CCCC(=O)NC(=S)Nc1ccc(CN2CCOCC2)cc1 | -2 | 2 | 2 | 9 | 7 | 1 | -3 | -5 | 4
CCCCSc1cc(=O)n(-c2ccccc2)nc1C(=O)OCC | -27 | -22 | 1 | 3 | 0 | 1 | 22 | -5 | 15
O=C1CN(C(=O)COC(=O)c2ccc(N3CCCCCC3)c([N+](=O)[O-])c2)c2ccccc2N1 | -5 | -10 | 1 | -1 | 3 | 0 | -2[fluorescence artefact?] | -1 | 10
Cc1ccnc(N2C3CCC2CC(O)(c2ccccc2)C3)n1 (configuration not stated) | -7 | 14 | 3 | -4 | -2 | 12* | -9 | 14 | 3
CC(=O)N/C(=C\c1ccc(Br)s1)C(=O)O | -4 | -15 | -3 | -2 | 1 | -1 | -1 | 2 | 0
O=C(Nc1cccc(Cl)c1)OCc1cn(-c2ccc(Cl)cc2)nn1 | 5 | 11 | 12 | 20 | 3 | 1 | -4 | / | 23
CC(C)CN(Cc1cc2ccccc2[nH]c1=O)C(=O)c1cccnc1 | -23 | -24 | -14 | -3 | 4 | -2 | -2 | -5 | 11
C=CCSc1nc2sc(C)c(C)c2c(=O)[nH]1 | -3 | -10 | 5 | 5 | 4 | 1 | 19 | -3 | 14
Cc1ccc(/C=N\NC(=O)C2CN(S(=O)(=O)c3ccccc3)CCN2S(=O)(=O)c2ccccc2)cc1 (configuration not stated) | -5 | -1 | 0 | 3 | 7 | 1 | 7 | -3 | 10
O=C(Cc1cccs1)Nc1ccc(Cl)cc1 | 11 | -27 | 0 | -12 | 0 | 2 | 2 | 2 | -13
O=C(O)CN=C1NC2(CCCC2)Cc2ccccc21 | -12 | -12 | / | -5 | -4 | 1 | / | 1 | -6
O=C(OCCN(C1=NS(=O)(=O)c2ccccc21)c1ccccc1Cl)c1ccc(Cl)cc1 | 0 | -18 | -1 | -9 | 1 | 9.7* | -5 | 1 | -1
C(/C=C/c1ccco1)=N/N1CCN(c2ccccc2)CC1 | 2 | -20 | 3[fluorescence artefact?] | 15 | -5 | 2 | -4 | 16 | 26
COc1cccc(NS(=O)(=O)c2ccc3c(c2)C2C=CCC2C(c2ccc(C(=O)O)cc2)N3)c1 (configuration not stated) | -24 | 6 | 17 | 2 | 15* | -1 | -1 | -50 | -1
CC(=O)Nc1ccc(S(=O)(=O)Oc2ccc(C(=S)N3CCCCC3)cc2)cc1 | -5 | -16 | -12 | -9 | -8 | 5 | -7 | / | -2
CCOC(=O)C1CCN(C(=O)c2cccc(NS(=O)(=O)c3ccc(F)c(F)c3)c2)CC1 | 2 | -6 | 3 | 1 | 4 | -1 | -3 | 3 | /
Cc1ccc(-c2cc(C(=O)Nc3cnn(C(C)C)c3)no2)cc1 | -4 | -19 | -6 | 2 | -8 | 1 | -3[fluorescence artefact?] | -2 | 12
CCn1c(=O)cc(SCC(=O)Nc2cccc(SC)c2)c2ccccc21 | -18 | -10 | 0 | 9 | 2 | -2 | -15 | -1 | 13
CSc1nsc(SC)c1C(=O)OCC(F)(F)F | 30 | -14 | -1 | 11 | -4 | -3 | -4 | / | 27
CCn1c(N)c(C(=O)NCCOC)sc1=S | -12 | -6 | -7 | 0 | 1 | -2 | -17 | -2 | 2

Screens deposited in PubChem BioAssay by several laboratories.
